Source: PubChem
PrPC TRFRET: inhibitors of human cell surface prion protein PrPC, primary screen, cell-based, TR-FRET. Major prion protein (Homo sapiens), P04156. TR-FRET read-out. inhibition, % at 13.8 µM. 0.43% of 370,000 active; in the data active = inhibition above about 24%; also: 0% = median of the test wells and 100% = reference compound wells
Rv3671c inh: Rv3671c serine protease inhibitors, primary screen, biochemical, fluorescence polarization, M. tuberculosis H37Rv | 0.048% of 320,000 active | inhibition, % at 5.96 µM | P9WHR9 | AID 2606, 2010; in the data active = inhibition above about 38%;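 also: extracellular domain of Rv3671c used as enzyme; 0% = enzyme with DMSO and 100% = no enzyme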
UGM FP inh: M. tuberculosis UGM enzyme inhibitors, primary screen, biochemical, fluorescence polarization, single point; UDP-galactopyranose mutase (Mycobacterium tuberculosis (strain ATCC 25618 / H37Rv)), …; purified UGM, fluorescence polarization probe displacement; inhibition, % at 10 µM; 0.06% of 320,000 active; AID 504406, 2011; in the data active = inhibition above about 10%, passing the limit was not always enough; inconclusive = no clear call, values can overlap the other calls
Target sequence (P9WIQ1 whole entry, looked up): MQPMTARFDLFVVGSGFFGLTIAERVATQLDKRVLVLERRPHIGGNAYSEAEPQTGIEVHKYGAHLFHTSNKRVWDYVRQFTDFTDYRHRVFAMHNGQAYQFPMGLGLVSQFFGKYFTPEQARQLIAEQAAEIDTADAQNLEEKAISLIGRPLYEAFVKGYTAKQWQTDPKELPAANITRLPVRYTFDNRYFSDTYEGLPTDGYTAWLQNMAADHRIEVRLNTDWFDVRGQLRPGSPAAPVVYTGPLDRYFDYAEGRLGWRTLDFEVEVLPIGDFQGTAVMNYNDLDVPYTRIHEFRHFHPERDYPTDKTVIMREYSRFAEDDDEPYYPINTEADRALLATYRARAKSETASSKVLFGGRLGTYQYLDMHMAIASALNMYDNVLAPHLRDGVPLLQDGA
BoNT F protease: BoNT/F light chain protease inhibitors, primary screen, biochemical, flow cytometry, MLPCN library; Botulinum neurotoxin type F light chain protease (Clostridium botulinum); Multiplex microsphere protease cleavage assay; 0.22% of 360,000 active; inhibition, % at 10 µM; AID 588497, 2011; in the data active = inhibition above about 35%, passing the limit was not always enough; inconclusive = no clear call, values can overlap the other calls; also: plate controls were buffer without enzyme for full effect and enzyme alone for no effect
Mtb BioA inh: M. tuberculosis BioA enzyme inhibitors, primary screen, biochemical, plate reader, single point, HTS | inhibition, % at 9.99 µM | purified M. tuberculosis BioA enzyme | 7,8-diaminopelargonic acid synthase BioA (Mycobacterium tuberculosis) | AID 602481, 2012 | 0.096% of 360,000 active; in the data active = inhibition above about 40%; inconclusive = no clear call, values can overlap the other calls
FadD28 binding: inhibitors of FadD28 bisubstrate probe binding, primary screen, biochemical, fluorescence polarization, single point; Mycobacterium tuberculosis FadD28 fatty-acid-AMP ligase; inhibition, % at 12.5 µM; 0.22% of 360,000 active; AID 588549, 2011; in the data active = inhibition above about 8.5%, passing the limit was not always enough; inconclusive = no clear call, values can overlap the other calls
Mtb FBA inh: Mtb FBA enzyme inhibitors, primary screen, biochemical, fluorescence, strain H37Rv. purified M. tuberculosis FBA, fluorescence read-out. inhibition, % at 1 µM. Fructose-bisphosphate aldolase (Mycobacterium tuberculosis (strain ATCC 25618 / H37Rv)), …. 2.3% of 360,000 active; in the data active = inhibition above about 27%;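 also: 0% = vehicle and 100% = reference inhibitor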
Target sequence (P9WQA3 whole entry, looked up): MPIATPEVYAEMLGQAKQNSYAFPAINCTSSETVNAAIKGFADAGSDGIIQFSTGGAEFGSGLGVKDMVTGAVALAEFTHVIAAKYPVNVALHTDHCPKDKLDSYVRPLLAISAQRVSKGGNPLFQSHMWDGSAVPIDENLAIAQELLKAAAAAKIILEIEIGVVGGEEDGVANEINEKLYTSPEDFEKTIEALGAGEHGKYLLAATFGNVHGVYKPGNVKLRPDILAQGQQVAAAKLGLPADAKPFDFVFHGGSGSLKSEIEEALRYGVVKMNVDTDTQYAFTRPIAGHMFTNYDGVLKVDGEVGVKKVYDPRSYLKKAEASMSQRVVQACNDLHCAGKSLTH
MazEF act: activators of E. coli MazEF toxin-antitoxin RNase, primary screen, biochemical, fluorescence, uHTS; Endoribonuclease toxin MazF (Escherichia coli (strain K12)), P0AE70; FAM/BHQ RNA-DNA oligo cleavage fluorescence, 5 h; activation, % at 20 µM; 0.32% of 350,000 active; in the data active = activation above about 50%
Target sequence (P0AE70 whole entry, looked up): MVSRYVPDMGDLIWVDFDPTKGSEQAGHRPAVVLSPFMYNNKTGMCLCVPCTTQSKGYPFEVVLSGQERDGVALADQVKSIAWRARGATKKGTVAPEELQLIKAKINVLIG
GDH-TPI inh: GDH-TPI coupling enzyme inhibitors, primary screen, artefact control for M. tuberculosis FBA inhibitor project, biochemical, absorbance, full deck. AID 588335, 2011. 1.2% of 360,000 active. inhibition, % at 4.8 µM. GDH-TPI coupled enzyme counterscreen, NADH absorbance; in the data active = inhibition above about 30%;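 also: 0% = DMSO wells and 100% = wells lacking the enzyme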
Starred values were filed as active, the others as inactive; ? = inconclusive; . = not tested or not shown.

#	Structure	PrPC TRFRET	Rv3671c inh	UGM FP inh	BoNT F protease	Mtb BioA inh	FadD28 binding	Mtb FBA inh	MazEF act	GDH-TPI inh
1	O=C(N/N=C1\CCCc2ccccc21)C(O)c1ccccc1 (stereo unspecified)	-1	9	0.8	5	1.4	-3.2	-4	3	-3
2	CCCC(C(=O)N(C)CC(=O)Nc1ccc(N2CCOCC2)cc1)c1ccccc1 (stereo unspecified)	0	1	4.0	-2	-1.8	-3.1	-2	2	4
3	CC1CCCC(C)N1C(=O)COc1ccc(C(=O)N/N=C/c2ccc(C(=O)O)cc2)cc1 (stereo unspecified)	4	7	-1.5	2	-0.8	3.0	60*	4	-1
4	Cc1ccc(N2C(=O)NC(=O)/C(=C/c3cnn(-c4ccc(C)cc4)c3)C2=O)cc1	4	-7	-0.4	-8	-0.9	0.3	-1	-58	3
5	O=C(O)CCC(=O)OCCN(Cc1ccc(Oc2ccc([N+](=O)[O-])cc2)cc1)C(=O)C(Cl)Cl	-29	.	.	-9	.	-0.9	0	-10	15
6	O=C(CCN1CCOCC1)Nc1ccc2c(c1)N(C(=O)CN1CCOCC1)c1ccccc1CC2	-4	5	4.2	-6	-1.4	-2.3	-2	-4	-1
7	CC(C)NC(=O)c1ccc(S(=O)(=O)N(C)C)cc1	0	2	-2.1	-8	2.1	1.9	8	6	-5
8	CSc1nc(N2CCOCC2)c2c3c(sc2n1)CCCC3	0	-1	-0.9	-1	2.6	-3.6	3	2	2
9	Cc1nc2c(c(N3CCOCC3)n1)OCC(=O)N2	4	0	-0.1	-1	-0.5	-3.7	-2	1	-8
10	N#Cc1ccc(CSc2nnc(-c3ccccn3)n2-c2ccccc2)cc1	0	6	-1.4	-3	3.3	-2.9	1	-3	-8
11	Cc1ccc(S(=O)(=O)N(C)C)cc1NC(=S)NNC(=O)C1CC1	5	-5	.	6	.	-0.7	2	3	-4
12	COc1ccc(CN2C3CCCC2CC(NC(=O)Nc2ccccc2C)C3)cc1 (stereo unspecified)	-4	5	1.0	-8	4.7	-0.3	2	13	6
13	CN(C)C1=NCCN1CC1CCCCC1	-3	-1	-1.1	-2	-0.6	-1.2	3	12	7
14	C=CCn1c(=O)c(C(=O)Nc2ccccc2C)c(O)c2ccccc21	-2	.	.	-3	0.1	-1.1	-1	3	18
15	CCN(C(=O)CCS(=O)(=O)c1cccc2nonc12)c1ccc(F)cc1	-34	5	0.1	9	-0.6	-2.0	-2	4	4

Gathered by group: the entries above with sulfur
#	Structure	PrPC TRFRET	Rv3671c inh	UGM FP inh	BoNT F protease	Mtb BioA inh	FadD28 binding	Mtb FBA inh	MazEF act	GDH-TPI inh
7	CC(C)NC(=O)c1ccc(S(=O)(=O)N(C)C)cc1	0	2	-2.1	-8	2.1	1.9	8	6	-5
8	CSc1nc(N2CCOCC2)c2c3c(sc2n1)CCCC3	0	-1	-0.9	-1	2.6	-3.6	3	2	2
10	N#Cc1ccc(CSc2nnc(-c3ccccn3)n2-c2ccccc2)cc1	0	6	-1.4	-3	3.3	-2.9	1	-3	-8
11	Cc1ccc(S(=O)(=O)N(C)C)cc1NC(=S)NNC(=O)C1CC1	5	-5	.	6	.	-0.7	2	3	-4
15	CCN(C(=O)CCS(=O)(=O)c1cccc2nonc12)c1ccc(F)cc1	-34	5	0.1	9	-0.6	-2.0	-2	4	4

As entered above.
`Cc1ccc(N2C(=O)NC(=O)/C(=C/c3cnn(-c4ccc(C)cc4)c3)C2=O)cc1` – Mtb BioA inh: -0.9
`N#Cc1ccc(CSc2nnc(-c3ccccn3)n2-c2ccccc2)cc1` – FadD28 binding: -2.9
`CN(C)C1=NCCN1CC1CCCCC1` – Rv3671c inh: -1

The list goes on.
#	Structure	PrPC TRFRET	Rv3671c inh	UGM FP inh	BoNT F protease	Mtb BioA inh	FadD28 binding	Mtb FBA inh	MazEF act	GDH-TPI inh
16	Cc1ccc(C(=O)N/N=C\c2cc3c(cc2Br)OCO3)cn1	2	6	1.1	9	-0.4	-3.9	-3	-5	10
17	C/C(=N\NC(=S)NCc1ccccc1)c1ccc2c(c1)OCCO2	-2	-11	-0.3	3	.	-3.1	1	-4	4
18	COc1cc(C(=O)NCC(c2ccco2)N2CCc3ccccc3C2)cc(OC)c1OC (stereo unspecified)	-5	-2	-0.5	2	0.5	-1.4	-3	-1	4
19	CSc1ccc(C(=O)NCC(c2ccco2)N(C)C)cc1[N+](=O)[O-] (stereo unspecified)	-38	5	2.9	-1	-0.7	-0.4	0	10	-1
20	CS(=O)(=O)N1N=C(c2ccco2)CC1c1ccc(Cl)cc1 (stereo unspecified)	-5	-1	1.5	1	.	-2.7	3	6	4
21	COC(=O)c1ccccc1NC(=O)N1C[C@@H]2C[C@@H](C1)c1cccc(=O)n1C2	5	-4	-0.7	-9	-0.6	-1.0	8	0	13
22	COc1cccc(C(=O)OCC(=O)NCc2ccc3c(c2)OCO3)c1OC	-1	0	10*	-1	-0.3	-2.4	3	-11	10
23	COc1ccc(Cl)cc1NC(=O)C1CC(c2c(F)cccc2Cl)=NO1 (stereo unspecified)	-2	1	1.7	37*	2.0	-2.6	0	6	-3
24	COc1ccccc1OCCNC(=O)c1cc(C2CC2)nc2c1cnn2C(C)C	5	3	-0.8	-6	2.0	-1.3	3	4	6
25	CCOC(=O)/C=C/C(=O)Nc1ccc(S(=O)(=O)Nc2nccs2)cc1	2	-4	-1.7	-21	-1.4	1.9	2	2	11
26	O=C(NC(=O)c1ccccc1)Nc1ccc(-c2cnco2)cc1	4	-3	-0.7	-1	-2.1	-0.5	0	0	0
27	CC(C)(C)NC(=O)CSc1nnc(Cc2ccccc2)n1CC1CCCO1 (stereo unspecified)	1	1	2.0	-3	.	-1.1	2	6	-5
28	CN(C(=O)Cn1nnc(-c2ccc(F)cc2)n1)C1CCS(=O)(=O)C1 (stereo unspecified)	1	-2	0.1	-1	-0.2	.	0	6	0
29	O=[N+]([O-])c1nn(-c2ccc3c(c2)OCCO3)n(O)c1=NC1CCCCC1	-14	-1	2.5	-4	-1.2	-0.4	-4	7	19
30	CC(=O)c1cccc(NC(=O)c2ccc3c(c2)OCO3)c1	-8	-1	2.7	-37	-1.5	2.0	3	2	-1
31	O=C(COc1ccc(Cl)cc1Cl)Nc1ccccc1F	4	0	1.2	?	-1.5	-1.4	0	-22	-6
32	OCCC1CN(Cc2cnc(-c3ccc(Cl)cc3)nc2)CCN1C1CCCC1 (stereo unspecified)	0	4	0.8	1	-1.0	0.8	3	11	-2
33	COc1ccc(N2CCN(C(=O)COC(=O)c3oc4ccc(OC)cc4c3C)CC2)cc1	6	-5	-0.7	5	-1.0	-0.5	14	3	5
34	COc1ccc(C(=O)NCCc2cccc(Cl)c2)cc1OC1CCN(C(C)=O)CC1	5	-10	-2.6	5	16	-3.7	4	7	0
35	CC1CCCN(CC(=O)NC(=O)NC2CCCCC2)C1 (stereo unspecified)	5	-1	-0.9	-7	0.7	-0.6	-1	-9	5
36	COC(=O)Cc1ccc(NC(=O)c2ccccc2Br)cc1	13	-5	-1.8	-1	.	-3.0	-1	-3	3
37	COc1ccc([C@H]2C[C@@H](n3cc(COC(=O)c4ccccc4)nn3)[C@H](O)CN2Cc2cccs2)cc1	-2	.	.	-4	-3.6	-1.6	5	-6	28
38	Cc1cc(Cl)ccc1OCCCC(=O)Nc1ccc(S(=O)(=O)Nc2ncccn2)cc1	-2	-5	-1.8	8	-3.0	.	3	4	7
39	CCN(CC)c1ccc(NC(=O)c2ccc(Br)o2)c(C)c1	-13	-1	-1.1	-3	0.5	-3.1	-1	2	-6
40	COc1ccc(N2CCN(C3CCCN(C(=O)C4=C(C)OCCO4)C3)CC2)cc1 (stereo unspecified)	-1	.	-0.7	0	-0.3	-4.6	-2	4	-2
41	Cc1ccc(S(=O)(=O)C(c2ccccc2)c2c(C)noc2C)cc1 (stereo unspecified)	2	-6	0.4	-6	-1.8	1.0	4	-6	5
42	O=C(NCc1ccco1)/C(=C/c1cccnc1)NC(=O)c1cccc(Br)c1	-6	-2	-2.2	-2	0.2	-0.1	1	7	8
43	COc1ccc(CN2CCC(C)(Oc3cccc(F)c3)C2)c2ccccc12 (stereo unspecified)	-6	.	.	3	-0.9	-3.3	0	.	-2
44	C#CCN(C[C@@H]1[C@@H](OC(=O)NCCCCCC)[C@@H](OC(=O)NCCCCCC)Cn2c(=O)n(CCCCCC)c(=O)n21)S(=O)(=O)c1ccc(C)cc1	-1	.	.	-5	-2.2	-0.7	-1	1	6
45	C=C(C)COc1ccc(-c2[nH]ncc2Oc2cccc(OC)c2)c(O)c1	-12	-5	-1.3	-10	-2.1	-12	2	-1	10
46	COC(=O)c1ccc(NC(=O)c2cn(-c3ccccc3)nc2-c2ccncc2)cc1	1	-10	-0.1	-15	3.3	-1.0	4	8	6
47	CN(C)c1ccc(C(=O)OCC(=O)N2CCCC2)cc1	0	3	-4.9	0	-1.1	-4.8	-3	9	5
48	Cc1cccc(CN2CCN(CC(=O)NCCCN3CCN(c4ccc(F)cc4)CC3)C2=O)c1	0	5	-0.8	-29	-0.2	-0.4	1	-10	5
49	O=C(Nc1ccccc1)C1=C[C@@H](c2ccc(C(F)(F)F)cc2)C[C@@H](OCCCCO)O1	6	-10	-0.1	-8	0.1	-3.5	0	-5	8
50	COc1ccc(Cl)cc1NC(=O)CN(C)C(=O)CN1C(=O)NC(C)(C)C1=O	8	-5	0.2	-4	2.5	-4.8	0	-3	12
51	O=C(c1ccncc1)N1CCN(S(=O)(=O)c2ccccc2Br)CC1	-1	-2	-0.2	-4	0.3	-5.1	2	-3	-16
52	Cc1cc(Br)ccc1OCC(=O)NNC(=O)c1cnccn1	-2	2	-1.0	-2	.	0.9	2	-1	5
53	O=c1[nH]c(NCc2ccccc2)nc2c1CCC2	6	2	-0.6	-8	.	0.3	3	3	13

An excerpt from further up:
#	Structure	PrPC TRFRET	Rv3671c inh	UGM FP inh	BoNT F protease	Mtb BioA inh	FadD28 binding	Mtb FBA inh	MazEF act	GDH-TPI inh
46	COC(=O)c1ccc(NC(=O)c2cn(-c3ccccc3)nc2-c2ccncc2)cc1	1	-10	-0.1	-15	3.3	-1.0	4	8	6
47	CN(C)c1ccc(C(=O)OCC(=O)N2CCCC2)cc1	0	3	-4.9	0	-1.1	-4.8	-3	9	5
